# PriA SSB inh = blocks PriA binding to SSB C-terminal tail; AlphaScreen SSBct-PriA binding, biotinylated peptide; inhibition, % at 33 µM; 430,000 compounds, 0.6% hits; AID 1272365; in the data active = inhibition mostly above about 37%, no sharp cut-off; inactive = mostly below about 20%;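 note: plate controls were negative control peptide for no effect and reference peptide for full effect; strong numbers were not always called active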
# Active calls of the source: *; & = joins results of further samples. A portion of the library, so the mix of outcomes need not match the whole.
nr	structure	PriA SSB inh
1	O=C(Nc1ccc(-c2csc(Nc3cccnc3)n2)cc1)C1CC=CCC1 (configuration not stated)	-15
2	Cc1ccc(C(=O)ON=C(N)c2ccc(C(F)(F)F)cn2)cc1	-15
3	Cc1ccc(-n2c(SCC(=O)NN=Cc3ccc(C)s3)nnc2-c2ccccc2)cc1	-10
4	O=C(Cn1cnc2c(-c3ccccc3)csc2c1=O)NCc1ccccc1Cl	-9
5	CCOc1cc(C(=O)N2CCC(c3cccs3)CC2)cc(OCC)c1OCC	1
6	Cc1cc(=O)[nH]c(-n2nc(C)c(CCC(=O)Nc3cccc(Cl)c3C)c2C)n1	-13
7	Cc1[nH]c2ccccc2c1C(c1ccc(C(F)(F)F)cc1)N1CCCCC1 (configuration not stated)	20
8	CCc1c(C(=O)NN=Cc2cn[nH]c2-c2ccc(F)cc2)csc1C	-7
9	NS(=O)(=O)c1ccc(C(=O)NCCNc2ccc(-n3cccc3)nn2)cc1	-2
10	Cc1cc(NC(=O)c2ccc(OC(C)C)cc2)n(C(C)C)n1	0
11	COc1ccc(C2(CNC(=O)NCc3ccccc3)CCCC2)cc1	-2
12	Cc1nc2sccn2c(=O)c1NC(=O)NCc1ccccc1	1
13	COc1ccc2sc(N(Cc3ccccn3)C(=O)c3cccs3)nc2c1	-20
14	S=c1[nH]nc(-c2cc(-c3ccccc3)n[nH]2)n1N=C/C(Br)=C/c1ccccc1	9
15	Cc1cc(C(=O)N2CCCSCC2CN(C)C)c(C)o1 (configuration not stated)	-13
16	CC(=NNC(=O)CNC(=O)COc1ccccc1)c1ccc(Cl)cc1	-2
17	NC(=O)c1c(NC(=O)Cc2ccc(F)cc2)sc2c1CCCCC2	0
18	ON=Cc1ccc(OCc2ccccc2F)c(Cl)c1	-6
19	NCC(=O)NCc1ccco1	-17
20	O=C(CNC(=O)c1cccs1)NN=Cc1cccc(Br)c1	0
21	COC1=CC(=Cc2c(N)n3nc(-c4ccc(C)cc4)sc3nc2=O)C=CC1=O	6
22	Brc1ccc2nc(N3CCN(c4nc5ccccc5s4)CC3)sc2c1	-9
23	Cc1cccc(C=NNC(=O)Cn2nc(C)cc2C)n1	-4
24	Cc1cc(F)ccc1S(=O)(=O)N1C2C=CCC1CC2 (configuration not stated)	-6
25	C=CCn1c(SCC(=O)Nc2nc3ccc(C)cc3s2)nc2c([nH]c3ccccc32)c1=O	3
26	CC(C)(C)c1ccc(S(=O)(=O)Nc2ccc3c(c2)C(=O)NCCO3)cc1	6
27	COc1ccc(OCCSc2nc3ccccc3n2CC(=O)OC(C)C)cc1	-15
28	O=C(c1ccc(-c2cccs2)cc1)N1CC(Oc2nccs2)C1	-9
29	Cc1nnc(NC(=O)CCc2c(C)nn(-c3nc(C)c(C)c(=O)[nH]3)c2C)s1	4
30	COC(=O)c1ccc(C(=O)OC)c(NC(=O)c2nn(-c3ccccc3)c(=O)cc2OC)c1	0
31	COC(=O)c1c(N2C(=O)C3ON(c4ccc(Cl)cc4)C(c4ccco4)C3C2=O)sc(C)c1C (configuration not stated)	-7&2
32	C=CCn1c(SCc2csc(C)n2)nc2sc3c(c2c1=O)CC[C@H](C)C3	-1
33	COc1cccc(-c2cc(C(=O)N3CCc4[nH]c(=O)c(C#N)cc4C3)n(C)n2)c1	-5
34	CCc1cccc2sc(N(CCN3CCOCC3)C(=O)c3cc(C)nn3CC)nc12	18
35	CCCCOc1ccc(C(=O)Nc2ccc3c(c2)CCCN3S(C)(=O)=O)cc1	-4
36	CC(=O)c1ccc(C(=O)Nc2nnc(-c3ccccc3)o2)cc1	-6
37	COc1ccccc1N(CN1CCCC1=O)C(=O)c1ccccc1[N+](=O)[O-]	-15
38	CS(=O)(=O)N1CCN(C(=O)c2nnn(Cc3ccccc3F)c2-c2ccncc2)CC1	-6
39	COc1cccc(C2C(=C(O)c3cnn(-c4ccccc4)c3C)C(=O)C(=O)N2CCN(C)C)c1OC (configuration not stated)	6
40	Cc1cccc(NC(=O)COc2ccc(C=Nn3cnnc3)cc2)c1	-1
41	COc1cc2nc(NC(=O)c3ccc4ncsc4c3)sc2cc1OC	3
42	Cn1cc(C=NO)nc2c(=O)n(-c3ccccc3)c(=O)nc1-2	-11
43	O=C(Cn1cnc2ccccc2c1=O)NCc1cnn2c1CCCC2	4
44	O=C(NCC1(c2ccsc2)CCCC1)c1ccsc1	-7
45	COc1ccc(Cl)cc1NC(=O)NCCCn1nc(-c2ccc(C)cc2)ccc1=O	-5
46	O=C(Cn1cnc2c(-c3ccccc3)csc2c1=O)Nc1ccc(Cl)c(C(F)(F)F)c1	-5
47	O=S(=O)(CCOc1ccccc1)NC[C@H]1CCCN1c1ccccc1	22
48	COc1ccc(C(N)C(=O)O)cc1 (configuration not stated)	6&18
49	COc1ccc(S(=O)(=O)N2CCC(c3nnc(-c4ccsc4)o3)CC2)cc1OC	-8
50	O=C(Nc1ccc(SCc2ccccn2)nn1)c1ccco1	-5

# Sorted by count of non-hydrogen atoms (rising): 4 of the compounds above.
nr	structure	PriA SSB inh
47	O=S(=O)(CCOc1ccccc1)NC[C@H]1CCCN1c1ccccc1	22
32	C=CCn1c(SCc2csc(C)n2)nc2sc3c(c2c1=O)CC[C@H](C)C3	-1
27	COc1ccc(OCCSc2nc3ccccc3n2CC(=O)OC(C)C)cc1	-15
49	COc1ccc(S(=O)(=O)N2CCC(c3nnc(-c4ccsc4)o3)CC2)cc1OC	-8

# (listing goes on)
nr	structure	PriA SSB inh
51	Cc1ccc(OC2CCN(C(=O)c3ccccc3C(F)(F)F)CC2)nn1	1
52	O=C(NCc1ccc(F)cc1)C(=O)NC[C@@H](c1ccco1)S(=O)(=O)c1ccc(Cl)cc1	-6
53	Cc1oc(N=Cc2ccc(Cl)cc2)c(C#N)c1C	5
54	CC(C)(C)Oc1ccc2nc(N)sc2c1	-7
55	CCOc1cn(C)c(C(=O)Nc2ccc3c(c2)OCO3)cc1=O	-1
56	O=C(c1ccc2[nH]ccc2c1)N1CCCSC[C@@H]1CN1CCCC1	-46
57	CC(Cc1ccccc1)=NNC(=O)c1cc(C(C)(C)C)[nH]n1	1
58	O=C(NCCS(=O)(=O)N1CCN(c2ccccn2)CC1)c1ccc[nH]c1=O	4
59	Cc1cc(Cl)ccc1OCC(=O)Nc1ncnc2sc3c(c12)CCCC3	0
60	CC(C)[C@H](NC(=O)OC(C)(C)C)C(=O)NN=Cc1cccc2nccnc12	-4
61	O=C1CCC(=O)N1c1ccc(S(=O)(=O)Nc2ccc(F)cc2)cc1	-9
62	CC(C)(CSc1nncn1N=Cc1ccco1)NS(=O)(=O)c1ccc(Cl)cc1	-16
63	COc1ccc(C=NOCc2nc3c4c(ncn3n2)Oc2ccc3ccccc3c2C4c2ccccc2)cc1 (configuration not stated)	-4
64	O=C(NCCS(=O)(=O)N1CCN(c2ncccn2)CC1)c1ccc(F)cc1F	-16
65	O=C1NCCN1C(=O)NCC1Cc2ccccc2CO1 (configuration not stated)	-9
66	Cc1cc(C(=O)NN=Cc2ccc(O)c([N+](=O)[O-])c2)n[nH]1	1
67	Cc1c(Cl)cccc1NC=C1C(=O)OC2(CCCCC2)OC1=O	-5
68	Cn1cnnc1S(=O)(=O)C1CCN(S(=O)(=O)CCCOc2ccccc2)CC1	-9
69	NC(CN1CCCC1=O)=NOC(=O)c1ccc(Cl)c(Cl)c1	-17
70	COc1cccc(CNC(=O)COc2cc(C)nc(N3CCN(c4ccccc4)CC3)n2)c1OC	11
71	C=CCNC(=S)NN=Cc1ccc(C(C)(C)C)cc1	-1
72	COC(=O)c1sccc1S(=O)(=O)NC[C@]1(O)CCCc2cc(OC)ccc21	0
73	COc1cccc(OC)c1C(=O)Oc1ccc(Cl)cc1C	-9
74	COc1ccc(Cl)c2c(=O)c3c([nH]c12)CCN(CC(=O)NCc1ccc(SC)cc1)C3	0
75	COc1ccc(C=NNC(=O)c2ccc(-c3ccccc3)cc2)cc1COC(C)=O	-12

# Of the compounds above, three have bromine.
nr	structure	PriA SSB inh
14	S=c1[nH]nc(-c2cc(-c3ccccc3)n[nH]2)n1N=C/C(Br)=C/c1ccccc1	9
20	O=C(CNC(=O)c1cccs1)NN=Cc1cccc(Br)c1	0
22	Brc1ccc2nc(N3CCN(c4nc5ccccc5s4)CC3)sc2c1	-9

# (more compounds)
nr	structure	PriA SSB inh
76	CCOC(=O)C(CC)Sc1nc2[nH]ncc2c(=O)[nH]1 (configuration not stated)	-6
77	CCOC(=O)c1ccc2nc(NC(=O)COc3ccc(Cl)cc3)sc2c1	-10&1
78	CCOc1cc(C(=O)N2CCN(c3ccc(Nc4ccccc4)nn3)CC2)cc(OCC)c1OCC	1
79	CN(C)c1ccc(C(CNS(=O)(=O)c2cc(F)ccc2F)N2CCc3ccccc3C2)cc1 (configuration not stated)	32
80	COc1cc(C=NNC(=O)C(Cc2c[nH]c3ccccc23)NC(=O)OCC(C)C)cc([N+](=O)[O-])c1O (configuration not stated)	41
81	COC(=O)c1c(NC(=O)c2ccccc2NS(=O)(=O)c2ccc(C)cc2)sc(C)c1C	-15&-3
82	O=C1CCSCC(C(=O)Nc2ccc(Br)cc2F)N1 (configuration not stated)	7
83	COc1ccc(C2c3sc(=O)[nH]c3SC3C4CC(C5C(=O)N(c6ccccc6)C(=O)C45)C23)cc1 (configuration not stated)	0
84	O=C1CCCC(=O)N1CCS(=O)(=O)N1CCCC(c2nnc(-c3ccccc3F)s2)C1 (configuration not stated)	-12
85	O=C(Nc1nc2ccc(F)cc2s1)c1cccc(C(F)(F)F)c1	1
86	Cc1cccc(NC(=O)C(=O)NCCO)c1C	-20
87	Cc1ccc(NC(=S)NN=Cc2ccc(OCCC(C)C)cc2)c(C)c1	3
88	Cn1c(=NC(=O)c2ccccc2S(C)(=O)=O)sc2cccc(Cl)c21	-3
89	O=C(CCSc1ccccc1)Nc1nc2ccc3ccccc3c2s1	25
90	COC(=O)N1CCc2ccc(NC(=O)Cc3c(F)cccc3Cl)cc2C1	-8
91	C=CCn1c(SCC(=O)Nc2ccc3c(c2)OCO3)nc2scc(-c3ccc(C)o3)c2c1=O	-6
92	COc1ccc(C(=O)N2CCN(C(=O)N3CCOCC3)CC2)cc1OC	-6
93	O=C(NC[C@@H](c1cccnc1)N1CCc2ccccc2C1)C(=O)Nc1ccc2c(c1)OCCO2	-3
94	O=C(NCC1(O)CCCC1)c1cccc(F)c1	-35
95	Cc1nc2c(ccc3nc(NC(=O)c4ccccc4S(C)(=O)=O)sc32)s1	1
96	CC(C)C(=O)N1CCc2ccc(NS(=O)(=O)c3ccc4ccccc4c3)cc2C1	-3
97	CS(=O)(=O)c1ccc(Cc2nnc(N)o2)cc1	-19
98	COc1ccc(-c2csc(NC(=O)Cc3ccc(S(C)(=O)=O)cc3)n2)cc1OC	-13
99	CC1CCc2c(sc(NC(=O)CS(=O)(=O)c3ccc(F)cc3)c2C(N)=O)C1 (configuration not stated)	16
100	O=C(Cn1cnc2c([nH]c3ccc(Br)cc32)c1=O)NCCc1ccccc1	-12

# Shown with each value named: four of the compounds above.
83: COc1ccc(C2c3sc(=O)[nH]c3SC3C4CC(C5C(=O)N(c6ccccc6)C(=O)C45)C23)cc1 (configuration not stated)
- PriA SSB inh: 0
84: O=C1CCCC(=O)N1CCS(=O)(=O)N1CCCC(c2nnc(-c3ccccc3F)s2)C1 (configuration not stated)
- PriA SSB inh: -12
85: O=C(Nc1nc2ccc(F)cc2s1)c1cccc(C(F)(F)F)c1
- PriA SSB inh: 1
86: Cc1cccc(NC(=O)C(=O)NCCO)c1C
- PriA SSB inh: -20

# Continued:
nr	structure	PriA SSB inh
101	Cc1nnsc1C(=O)NCc1cnn2ccccc12	3
102	O=C(Nc1cnn([C@H]2CCOC2)c1)c1ccccn1	1
103	CCOC(=O)N1CCc2c(sc(NC(=O)c3cccc(N4C(=O)CCC4=O)c3)c2C(=O)OC)C1	3
104	Cc1n[nH]c(=S)n1N=Cc1ccccc1	-4
105	Cc1ccc2oc(C(=O)NCc3ccco3)cc2n1	-11
106	Cc1cc(C)cc(OCCNC(=O)C2CCCC2)c1	-13
107	CC(C)C(=O)N1N=C(c2ccc3c(c2)OCO3)C[C@H]1c1ccc2nccnc2c1	-6
108	CCOc1ccc(-c2nc(NC(=O)Cc3ccc(F)cc3)sc2C)cc1	8
109	CC(Oc1ccc2c(c1)OCO2)C(=O)N1CCN(c2ccc3nnc(C4CC4)n3n2)CC1 (configuration not stated)	-10
110	COc1ccc(NC(=O)Cn2c(C)cc(C)c(-c3nc(-c4ccccc4)no3)c2=O)cc1OC	0
111	Cc1cc(S(=O)(=O)Nc2ccc3c(c2)N(CCC(C)C)C(=O)C(C)(C)CO3)ccc1F	-19
112	CC(C)(C)c1ccc(NC(=O)Nc2ccccc2NC(=O)c2ccccn2)cc1	4
113	COc1cccc(OCC(=O)Nc2ccc3c(c2)CN(C(=O)c2ccco2)CC3)c1	8
114	COc1ccc(NC(=O)c2cc(C)oc2C)cc1	-2
115	COc1ccc(S(=O)(=O)CC(=O)Nc2sc3c(c2C#N)CCCCC3)cc1	7
116	O=C(Nc1ccc2c(c1)C(=O)NCCO2)c1cccc(F)c1	-8
117	CN1CCCc2cc(C(CNC(=O)Nc3ccc4c(c3)OCO4)N3CCOCC3)ccc21 (configuration not stated)	19
118	CCOC(=O)c1c(NC(=O)c2ccccc2S(C)(=O)=O)sc2c1CCC2	-14
119	O=C(CCSc1ccc(Cl)cc1)Nc1nc(-c2ccc(Cl)s2)cs1	-20
120	COc1cc(C(=O)Nc2ccc(OC)c(Cl)c2)ncn1	-4
121	O=C(CSCc1ccccc1)Nc1ccccc1Cc1nc(C2CC2)no1	6
122	COc1ccc(-c2csc(=Nc3ccccc3)n2/N=C\c2ccccc2)cc1OC	24
123	COc1cccc(C(O)=C2C(=O)C(=O)N(CCCn3ccnc3)C2c2ccccn2)c1 (configuration not stated)	-10
124	CCc1ccc(S(=O)(=O)Nc2cccc(N3CCCCC3=O)c2)s1	-4
125	COCCN1C(=O)C(=O)C(=C(O)c2ccc(S(=O)(=O)N3CCOCC3)cc2)C1c1cccc(O)c1 (configuration not stated)	-9
126	O=C(O)Cc1ccc(C(=O)O)cc1	-12
